Assay outcomes deposited in PubChem by several laboratories.
b-catenin transl = alters nuclear translocation of beta-catenin in HeLa cells | immunofluorescence imaging | nuclear translocation activity, % at 5 µM | actives 0.3% (n = 190,000);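 active = nuclear translocation activity above 50% at 5 µM, with a well cell count of 50 or more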;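 also: per-cell ratio of nuclear to cytoplasmic median beta-catenin stain intensity; plate controls were DMSO negative control for no effect and GSK-3 inhibitor IX positive control for full effect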
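Test system: human HeLa cell line; Doses: 5 µM primary, 0.02–20 µM confirmation; Incubation: 24 h compound exposure, 37°C; Detection: beta-catenin immunofluorescence imaging with DAPI; Read-out: beta-catenin nuclear/cytoplasmic ratio, % activation.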
HEK293 NOD2/NF-kB = inhibition of NOD2-driven NF-kB reporter – cell-based, luminescence, uHTS, HEK293 (AID 1566). HEK293 NOD2/NF-kB luciferase reporter, luminescence; higher % means a stronger effect. inhibition, % at 4 µM; hits with a dose series show EC50 in µM. actives 0.63% (n = 290,000); in the data active = inhibition above about 50%; also: many of its hits are not listed in these tables
Insulin prom up = MIN6 insulin promoter up-regulation. z-score at 5 µM. AID 1625. actives 0.3% (n = 190,000). MIN6 insulin promoter-GFP reporter, high-content imaging; hits give high values;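 active = z-score above 3 at 5 µM with at least 500 cells counted in the well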
Dynein cargo inh = dynein cargo transport inhibition | 3617.4 mouse cells, GR-EGFP nuclear translocation imaging; test concentration mostly 20 µM; stimulated with dexamethasone, 1 µM; hits give low values | z-score, hits read low | actives 0.47% (n = 220,000);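 active = plate z-score of nuclear minus cytoplasmic receptor signal below a set negative limit, without overly bright fluorescence or cell loss, cut at about -3.5 in these data, passing the limit was not always enough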;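 also: z-score of nuclear minus cytoplasmic ring GR-EGFP intensity difference per well; some compounds called inactive have numbers as strong as hits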
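Buffer or medium: tet-free medium with charcoal-stripped serum / Also added: dexamethasone agonist, 1.0 µM final, for 30 min / Timing: induction 48 h, compound 1 h, agonist 30 min / Measured by: high-content fluorescence imaging after fixation / Read-out: nuclear-to-cytoplasmic GR-EGFP distribution per well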
Yfh1-off respiration = enhancers of respiration in Yfh1-depleted yeast, dose response, Friedreich's ataxia, plus single-dose screen (AID 1465); actives 0.074% (n = 220,000); S. cerevisiae Yfh1-off respiration, WST-1 reduction, 72 h; higher fold induction means a stronger effect; fold induction at 50 µM; hits with a dose series show EC50 in µM;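 active = fold induction of absorbance versus untreated yeast above a set limit, then at least 30% activation at any dose in follow-up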;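 also: activators that raise dye reduction in frataxin-depleted yeast; strong numbers were not always called active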
M17LAP inhibition = P. falciparum M17LAP inhibitors, primary screen, biochemical, fluorogenic H-Leu-NHMec substrate, 1536-well (AID 1619). recombinant M17LAP, H-Leu-NHMec fluorogenic kinetic assay; higher % means a stronger effect. one-dose inhibition, % at 30 µM; IC50 in µM for titrated hits. actives 0.38% (n = 220,000);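 active = compound inhibiting the enzyme by more than half at any dose during confirmatory dose-response retesting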;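 also: plate controls were full reaction with DMSO carrier for no effect and no enzyme background for full effect; strong numbers were not always called active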
MT stabilizer = microtubule stabilization, imaging screen | HeLa tubulin immunostaining HCS, 24 h; share of cells brighter than vehicle mean+2SD | % tubulin-high responders, % at 10 µM | actives 0.83% (n = 200,000);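 active = plate Z-score above 3 for both tubulin-high and condensed-nucleus cell shares, with cell loss under 80%, at 10 µM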;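 also: anti alpha tubulin signal scored within the nucleus-defined area of each cell; some results filed as inactive read as strong as hits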
NOD1 NF-kB reporter = NOD1 signaling inhibitors, primary screen, cell-based, luminescence, uHTS (AID 1578). NOD1-driven NF-kB luciferase reporter cells, luminescence; higher % means a stronger effect. one-dose inhibition, % at 4 µM; EC50 in µM for titrated hits. actives 1% (n = 290,000); in the data active = inhibition mostly above about 36%, no sharp cut-off; inactive = mostly below about 34%;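 also: HEK-293T reporter cells stimulated with the NOD1 agonist gamma-tri-DAP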
Autophagy HCS = alters autophagy in cells. MEF GFP-LC3 puncta imaging; test concentration mostly 10 µM. calls only at 10 µM (by protocol). actives 0.98% (n = 190,000). AID 463193;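 active = percentage of spot-positive cells more than 3 SD above its plate mean, without a fluorescence outlier flag or 80% toxicity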;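 also: spot-positive cell cutoff set from DMSO-treated cells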
Dynein cargo inh cytoplasmic EGFP = second read-out of Dynein cargo inh, no call of its own (marks repeat the call); z-score; measured here: cytoplasmic GR-EGFP intensity; hits give high values
Dynein cargo inh nuclear GR-EGFP = further read-out of Dynein cargo inh, marked with its call; z-score; measured here: nuclear GR-EGFP intensity;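 lower value marks the stronger effect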
Dynein cargo inh cell count = further read-out of Dynein cargo inh, marked with its call; z-score; measured here: cell count per field
Insulin prom up cell count = recorded beside Insulin prom up, whose call it bears; cell count; measured here: cytotoxicity, nuclei count;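 total cells summed across four imaged fields per well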
b-catenin transl cell count 5 µM = further read-out of b-catenin transl, marked with its call; cell count; measured here: cell count, cytotoxicity flag
MT stabilizer Hoechst-high % = recorded beside MT stabilizer, whose call it bears; % Hoechst-high responders; measured here: nuclear condensation Hoechst responders;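 share of cells brighter than vehicle mean plus two SD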
MT stabilizer cytotoxicity % = also measured in MT stabilizer; calls as there; toxicity, %; measured here: cytotoxicity by cell density;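 0% = mean cell density of plate MIN control wells and 100% = no cells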
Autophagy HCS cell loss 18 h = further read-out of Autophagy HCS, marked with its call; toxicity, %; measured here: cell loss, nuclei count;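 cell loss after 18 h compound exposure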
* hit, by the source's call; i = inactive; . = not tested or not shown.

SMILES	b-catenin transl	b-catenin transl cell count 5 µM	HEK293 NOD2/NF-kB	Insulin prom up	Insulin prom up cell count	Dynein cargo inh	Dynein cargo inh cytoplasmic EGFP	Dynein cargo inh nuclear GR-EGFP	Dynein cargo inh cell count	Yfh1-off respiration	M17LAP inhibition	MT stabilizer	MT stabilizer Hoechst-high %	MT stabilizer cytotoxicity %	NOD1 NF-kB reporter	Autophagy HCS	Autophagy HCS cell loss 18 h
CCN(CC)CCn1cnc2c1c(=O)n(CCOC(=O)c1cc(OC)c(OC)c(OC)c1)c(=O)n2C	-1.8	1118	17%	0.08	1227	-0.14	0.11	-0.27	-0.37	i	4%	.	.	.	-6%	.	.
CCOC(=O)c1ccc(N2Cc3ccccc3C2=N)cc1	.	.	-19%	0.85	852	0.56	-0.25	0.3	-0.32	i	-5%	1.8	2.0	6.6	-16%	i	-9
Cc1nnc(SCc2nc3sc(C(=O)O)c(C)c3c(=O)[nH]2)s1	-1.1	1071	-24%	1.9	1303	0.65	-0.27	0.1	0.03	i	7%	.	.	.	9%	.	.
COc1ccccc1N1CCN(C(=O)c2cc(-c3ccc4c(c3)OCO4)on2)CC1	-0.3	756	9%	0.51	982	-0.18	-0.27	0.064	-0.45	i	-4%	2.8	1.6	7.1	23%	i	-1
CCOC(=O)C1CCCN(c2nc3ccccc3nc2C(C#N)C(=O)OC(C)C)C1 (stereo not given)	-0.9	1068	-2%	0.4	1504	2.8	0.42	1.6	-1.6	i	-13%	2.7	2.6	4.2	-40%	i	0
COCCn1c(-c2cccs2)nc2nc3ccccc3nc21	1.2	1201	18%	-0.6	1063	-0.87	-0.74	-0.29	-0.024	i	16%	.	.	.	-2%	.	.
CCCCn1c(=O)c(C(=O)OCC)c(O)c2ccccc21	-0.2	829	12%	.	.	-0.74	-0.23	-0.15	0.76	i	0%	4.6	1.9	8.7	7%	i	-16
COc1ccc(C(=O)CSc2nc(C)cc(=O)[nH]2)cc1	1.3	1093	0%	-1.1	1195	-1.5	-0.19	-0.24	0.4	i	8%	3.7	2.3	6.0	-28%	i	-1
CCc1nnc(NC(=O)c2sc3nc4c(cc3c2N)CCCCCC4)s1	-0.1	1095	-27%	-0.37	1407	0.63	-0.14	0.95	-0.11	i	-1%	4.5	3.5	7.3	-41%	i	2
N/C(=N\OC(=O)COc1ccc(Br)cc1)c1cccc([N+](=O)[O-])c1	1.0	1322	8%	0.53	962	1.6	-0.16	1.3	-1.7	i	11%	.	.	.	-6%	.	.
O=C(CN1CCN(CC(=O)Nc2ccc(OCc3ccccc3)cc2)CC1)Nc1ccc(F)cc1	.	.	.	.	.	-0.9	0.34	0.33	0.29	i	.	4.1	1.6	2.8	.	i	24
Cc1cccc(NC(=S)N(Cc2ccc(Br)cc2)Cc2ccc(C(=O)O)cc2)c1	-0.4	1104	11%	-0.06	1300	-1	-0.33	-0.15	0.49	i	26%	3.7	1.9	4.7	-15%	i	23
COc1ccc(CCNC(=O)CCN2C(=O)c3cccc4cccc(c34)C2=O)cc1OC	-3.4	1082	25%	0.08	1511	-0.2	-0.29	0.35	0.97	i	-6%	4.9	1.9	3.5	-20%	i	15
COc1ccc(/C(N)=N/OC(=O)c2cc(-c3ccccc3)nc3ccccc23)cc1	1.3	1346	-41%	0.44	1608	-0.24	-0.22	-0.26	0.8	i	1%	1.4	1.6	5.7	9%	i	18
CNCCCNC(=O)c1ccc(/C=N/O)nc1	-0.6	1141	0%	-0.63	1184	-0.06	-0.29	0.11	-0.0049	i	13%	3.8	2.0	5.9	-22%	i	-32
O=C(CSc1nc2[nH]ncc2c(=O)n1-c1ccccc1)c1ccc2c(c1)OCCO2	2.3	932	18%	-0.01	1188	0.86	-0.19	0.38	0.69	i	6%	2.8	1.4	0.4	-2%	i	4
CC(C)N=C1NN=C(c2ccc(Cl)c(Cl)c2)CS1	-0.4	1075	-103%	0.66	1212	-0.58	-0.36	-0.3	0.91	i	2%	3.4	4.1	4.3	-49%	i	-13
O=C1CS/C(=N/N=C2CCCC2)N1	.	.	11%	-0.18	1224	-1.1	-0.3	-0.52	0.85	i	0%	1.5	1.4	1.7	-23%	i	-9
O=C(Nc1ccc(C(=O)Oc2ccccc2)c(O)c1)c1ccco1	-0.9	914	-43%	0.94	1287	0.94	-0.23	0.47	0.89	i	0%	1.7	1.3	7.3	-38%	i	-5
CN(C)/C=N/c1nc2ccc3c(c2s1)CCCC3	-7.4	1044	-105%	-0.4	1266	-0.21	-0.27	-0.21	0.49	i	.	8.1	2.6	3.5	-60%	i	11

Continued (three carried over from the part before).
SMILES	b-catenin transl	b-catenin transl cell count 5 µM	HEK293 NOD2/NF-kB	Insulin prom up	Insulin prom up cell count	Dynein cargo inh	Dynein cargo inh cytoplasmic EGFP	Dynein cargo inh nuclear GR-EGFP	Dynein cargo inh cell count	Yfh1-off respiration	M17LAP inhibition	MT stabilizer	MT stabilizer Hoechst-high %	MT stabilizer cytotoxicity %	NOD1 NF-kB reporter	Autophagy HCS	Autophagy HCS cell loss 18 h
O=C1CS/C(=N/N=C2CCCC2)N1	.	.	11%	-0.18	1224	-1.1	-0.3	-0.52	0.85	i	0%	1.5	1.4	1.7	-23%	i	-9
O=C(Nc1ccc(C(=O)Oc2ccccc2)c(O)c1)c1ccco1	-0.9	914	-43%	0.94	1287	0.94	-0.23	0.47	0.89	i	0%	1.7	1.3	7.3	-38%	i	-5
CN(C)/C=N/c1nc2ccc3c(c2s1)CCCC3	-7.4	1044	-105%	-0.4	1266	-0.21	-0.27	-0.21	0.49	i	.	8.1	2.6	3.5	-60%	i	11
COc1cc(CNn2cn[nH]c2=S)cc(Cl)c1OCc1ccccc1	.	.	21%	.	.	0.34	-0.21	-0.23	-0.3	i	42%	0.6	2.1	13	11%	i	-7
Cc1ccccc1-n1c(=O)/c(=C\c2ccco2)s/c1=C(/C#N)C(=O)Nc1ccccc1	-2.0	1058	20%	.	.	-0.35	3.1	0.62	0.26	i	4%	7.7	3.5	3.5	-47%	i	-9
C(=N\n1c2ccccc2c2ccccc21)/c1ccccc1	-1.1	1047	26%	0.84	1558	0.82	-0.2	0.47	-0.67	i	-3%	1.3	2.4	6.7	7%	i	3
Cc1ccccc1OCCN1C(=O)C(=O)c2cccc(C)c21	-3.4	828	-19%	-0.36	1311	0.99	-0.13	0.74	-1.7	i	15%	2.4	2.0	11	-13%	i	-4
CSc1ncccc1C(=O)OCC(=O)Nc1ccc(S(=O)(=O)N2CCCC2)cc1	0.1	947	5%	0.19	1351	-0.019	-0.31	-0.42	0.61	i	10%	3.7	2.5	4.0	-18%	i	12
Cc1nc(C(F)(F)F)c(C(=O)N=CN(C)C)s1	18	1001	-4%	.	.	-0.15	-0.26	0.084	0.32	i	-1%	3.5	1.6	0.1	-15%	i	10
O=C(Cc1ccccc1F)NCC(c1ccco1)N1CCCCC1 (stereo not given)	-0.2	1126	6%	-0.95	1399	-0.56	-0.17	-0.18	-0.16	i	24%	3.0	1.7	4.4	-18%	i	-11
CC(=O)Nc1ccc(Nc2cc(C)nc3c(-c4ccccc4)cnn23)cc1	1.2	1069	34%	-0.42	1372	0.035	-0.24	0.21	-0.62	i	7%	6.0	3.0	4.8	31%	i	-6
Cc1ccc(/C=C2\SC(=S)N(c3c(C)n(C)n(-c4ccccc4)c3=O)C2=O)cc1	-4.1	1314	12%	0.72	1642	-0.48	-0.18	0.018	0.63	i	7%	3.8	2.4	3.5	-14%	i	-15
CCN(CC)S(=O)(=O)c1ccc(C(=O)NC(C)(C)C)cc1	-1.5	1167	21%	0.22	1368	0.12	-0.29	-0.018	0.12	i	-4%	3.8	2.2	0.5	-29%	i	0
Cc1cccc(NC(=O)c2cc(S(=O)(=O)c3ccccc3)ccc2Cl)c1	.	.	28%	-0.2	1084	0.33	-0.27	0.45	0.073	i	12%	2.4	1.8	8.9	32%	i	-9
CSc1nncc(/C(C)=N/O)n1	.	.	4%	0.42	1299	0.32	0.23	0.46	-0.28	i	1%	4.3	3.3	9.9	-30%	i	2
Cc1ccc(C(=O)NCCN(C)C)c(C)c1	.	.	-6%	-0.16	1234	0.97	-0.18	0.81	1	i	-4%	2.2	3.0	11	-3%	i	5
Cc1cc(-c2nnc(SCc3cccnc3)o2)no1	-0.6	647	10%	-0.55	1542	-0.39	-0.34	-0.024	0.15	i	7%	4.0	4.3	6.3	-39%	i	10
COc1ccc(CNC(=O)CN2CCC(C(=O)c3ccc(OC)cc3)CC2)cc1	-4.2	1064	-5%	.	.	1.5	0.12	0.94	-0.85	i	5%	5.0	3.5	6.4	10%	i	-1
O=C(CN1C(=O)C2CC=CCC2C1=O)Nc1ccc(S(=O)(=O)Nc2ncccn2)cc1 (stereo not given)	-1.0	1301	17%	-0.58	1084	-0.094	-0.79	-0.2	-0.23	i	1%	.	.	.	3%	.	.
COc1cccc(C2CC(=O)Nc3n[nH]c(-c4ccccc4)c32)c1OC (stereo not given)	-0.8	1277	-3%	0.2	1034	-0.5	-0.23	0.54	0.066	i	-4%	.	.	.	-1%	.	.
CC1(C)CC(=O)C2=C(C1)NC(=O)CC2C(=O)NCc1ccc(F)cc1 (stereo not given)	-0.5	1015	1%	1.6	1243	-0.77	-0.21	-0.13	1.2	i	5%	2.1	0.1	35	1%	i	-1
CCOC(=O)N1CC=C2C(C#N)=C(N)C(C#N)(C#N)[C@H](c3cccs3)[C@H]2C1	.	.	2%	0.77	1245	-1.3	0.15	-0.37	-0.37	i	-18%	2.3	2.7	18	-13%	i	-6

This is a subset. The share of hits here may be higher or lower than overall.
